# Screens: PubChem, Sanford-Burnham Center for Chemical Genomics
# TAG inh: reduces triacylglycerol accumulation in H9c2 cells | Nile Red lipid (TAG) fluorescence; cells loaded with 200 µM oleic acid | inhibition, % at 12.5 µM | actives 0.66% (n = 230,000);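 active means pattern-corrected inhibition of lipid staining of at least 50% with the nuclear-stain viability signal not falling by more than 50%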;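 further: 0% = DMSO wells and 100% = triacsin C control wells; some results filed as inactive read as strong as hits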
# TAG inh DAPI viability: second read-out of TAG inh, no call of its own (marks repeat the call); DAPI nuclei signal change (viability), lower = more cytotoxic, %;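 whole-well DAPI fluorescence read on a plate reader as a viability signal; minus 50 percent equals half of cells still viable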
# * = called active by the depositor.
canonical_smiles	TAG inh DAPI viability	TAG inh
CCCC[N+]12CCC(CC1)C(Cc1ccccc1)C2 (stereo not drawn)	7	-15
COc1ccc(OC)c(N2C(=O)NC(=O)/C(=C\c3ccc([N+](=O)[O-])s3)C2=O)c1	8	6
Cc1ccc(CN2CCCC(C(=O)c3ccc4c(c3)OCO4)C2)cc1C (stereo not drawn)	10	-14
COc1ccccc1OCC#CCN1CCCC1	-16	-1
C[C@@H]([C@@H](O)c1ccccc1)N(C)C(=O)Cc1ccccc1	-4	-18
COC(=O)C1=C(c2ccc(F)cc2OCc2ccccc2)C[C@@H]2CC[C@H]1N2C(=O)NCc1ccccc1C(F)(F)F	-3	16
C[C@]12CCC3C(CC[C@H]4C[C@@H](O)[C@H](O)C[C@]34C)C1CC[C@@H]2O (stereo partly drawn)	7	4
CCCCn1c(O)c(C(CC)=Nc2ccc(OC)cc2OC)c(=O)[nH]c1=O	7	-13
COC(=O)C(O)(c1c(C)[nH]n(-c2ccccc2)c1=O)C(F)(F)F (stereo not drawn)	2	5
N/C(=N\N=C\c1ccc(O)cc1O)N[N+](=O)[O-]	6	-14
COc1cc(CNCCc2ccc3c(c2)OCO3)cc(OC)c1OC	8	-2
CCCOP(=O)(OCCC)C(NC(=O)c1cc(OC)c(OC)c(OC)c1)c1ccccc1 (stereo not drawn)	0	4
CN1C(CC(O)c2ccccc2)CCCC1CC(O)c1ccccc1 (stereo not drawn)	-12	-5
Cc1cccc(NC(=O)CN2CCN(C(=O)COc3cccc(Br)c3)CC2)c1C	-5	0
N#CC1C(C#N)C2CCC1C1C2N1c1ccccc1 (stereo not drawn)	0	10
CNC(=O)O/N=C(\N)Cc1csc2ccc(Cl)cc12	-5	11
O=C(Nc1ccc(Cl)c(Cl)c1)c1ccco1	-2	8
O=c1c2ccccc2nc(CNc2ccccc2)n1-c1ccccc1	1	4
CC12C(C(=O)O)C1(c1ccccc1)C2C(=O)O (stereo not drawn)	-2	0
CCCc1nc2ccccc2c(=O)n1-c1cccc(OC)c1	-4	-5
CNCCc1c[nH]c2ccc(O)cc12	8	3
COc1ccc2c(c1)CC1(CN2C)C(=O)NC(=O)N(c2ccc(C)cc2)C1=O (stereo not drawn)	3	-11
[O-]c1ccccc1-[n+]1c(-c2ccccc2)cc(-c2ccccc2)cc1-c1ccccc1	4	-17
C=C1C2C[C@H](O)C(C)(C)[C@@]2(O)[C@H](O)C[C@]23C[C@@](C)(O)[C@H](CC[C@H]12)[C@H]3OC(C)=O (stereo partly drawn)	-2	-6

# The list goes on (6 carried over from the part before).
canonical_smiles	TAG inh DAPI viability	TAG inh
CC12C(C(=O)O)C1(c1ccccc1)C2C(=O)O (stereo not drawn)	-2	0
CCCc1nc2ccccc2c(=O)n1-c1cccc(OC)c1	-4	-5
CNCCc1c[nH]c2ccc(O)cc12	8	3
COc1ccc2c(c1)CC1(CN2C)C(=O)NC(=O)N(c2ccc(C)cc2)C1=O (stereo not drawn)	3	-11
[O-]c1ccccc1-[n+]1c(-c2ccccc2)cc(-c2ccccc2)cc1-c1ccccc1	4	-17
C=C1C2C[C@H](O)C(C)(C)[C@@]2(O)[C@H](O)C[C@]23C[C@@](C)(O)[C@H](CC[C@H]12)[C@H]3OC(C)=O (stereo partly drawn)	-2	-6
N#Cc1ccc(Cn2cc(C(=O)c3ccco3)c3ccccc32)cc1	0	-10
COC(=O)C1=C(c2ccc(OC(F)(F)F)cc2)C[C@@H]2CC[C@H]1N2C(=O)NCc1cccc2ccccc12	65	32
CCOc1ccc(NC(=O)c2ccc(NC(=O)COC(=O)Cc3ccccc3)cc2)cc1	0	3
CCC(=NCC1CCCO1)c1c(O)[nH]c(=O)[nH]c1=O (stereo not drawn)	5	-9
CCn1cc(C(=O)N2CCOCC2)c2ccccc21	2	7
O=c1c2ccccc2nc(CSc2ncnc3nc[nH]c23)n1-c1ccc(Cl)c(Cl)c1	-8	5
N[C@@H](Cc1c[nH]c2ccccc12)c1nnc(SCc2ccc(Cl)cc2)o1	-3	12
O=C1CC(=O)N(Cc2ccccc2)C(=O)N1CCCCCCN1C(=O)CC(=O)N(Cc2ccccc2)C1=O	14	-9
CN(C)C(=O)Oc1ccc(Br)c2ccccc12	-24	-4
c1cncc(CNC2CCCC2)c1	26	-5
CCOP(=S)(OCC)SCC(=O)NC(C(=O)O)C(C)C (stereo not drawn)	4	-2
O=C(c1ccccc1)c1cn(CC(=O)N2CCOCC2)c2ccccc12	-4	-19
CCCCn1c(O)c(C(CC)=NCc2ccc3c(c2)OCO3)c(=O)[nH]c1=O	-4	-201
COC(=O)C1=C(c2cc3ccccc3s2)C[C@@H]2CC[C@H]1N2C(=O)NCc1ccc(F)cc1	-1	4
CN[C@@H](C)[C@@H](O)c1ccccc1	-3	5
COc1ccc(C(=O)N2Cc3cnnn3-c3ccccc3C2C#N)cc1 (stereo not drawn)	10	-8
O=C1NC(=O)C(Nc2ccccc2)C(=O)N1	-2	1
COC(=O)C1=C(c2c(C)noc2C)C[C@@H]2CC[C@H]1N2C(=O)NC1CC1	-1	-6
NNCc1cccc(O)c1	0	4
CCCCCCn1c(=O)c(C(=O)Nc2c(C)n(C)n(-c3ccccc3)c2=O)c(O)c2ccccc21	1	2
COC(=O)C[C@]1(C(=O)OC)CN(C#N)N(c2ccc(Cl)cc2)C12c1ccccc1-c1ccccc12	-79	145
CCOC(=O)C1(CCCc2ccccc2)CCN(C2CCC2)CC1	9	10
CCn1ccnc1CN1CCCC(C(=O)c2ccc(OC)cc2OC)C1 (stereo not drawn)	7	-13
COC(=O)C1=C(c2ccc(C(C)=O)cc2)C[C@@H]2CC[C@H]1N2C(=O)NC(C)C	-3	5
Cc1cccc(-n2c(/C=C/c3ccccn3)nc3ccccc3c2=O)c1	-9	6
CN1CCCN(C(=O)COc2ccc(Br)cc2)CC1	4	-3
CCCCOP(=O)(OCCCC)/C(C#N)=C(/C)O	1	4
Cc1ccc(C)c(NC(=S)NCCc2cnc[nH]2)c1	0	3
CC(=O)NC1CC2CCCC(C1)N2 (stereo not drawn)	6	-7
CCCC[N+]12CCC(CC1)C(C(=O)c1cccs1)C2 (stereo not drawn)	1	-12
O=C1NC(=O)C(CCc2ccccn2)(Cc2ccc3c(c2)OCO3)C(=O)N1CCc1ccccc1 (stereo not drawn)	-10	-2
Cc1ccc(C)c(Cn2c(C(=O)O)c(C=O)c3ccccc32)c1	11	-2
CN(C)CCCN=Cc1c(O)n(CCc2ccccc2)c(=O)[nH]c1=O	6	10
N[C@@H](Cc1ccc(N(CCCl)CCCl)cc1)C(=O)O	-5	5
CC1(C)CN2C(c3ccc(Cl)cc3)N2C1 (stereo not drawn)	-9	0
COc1cc2nc(CN3CC=C(c4ccccc4)CC3)[nH]c(=O)c2cc1OC	-48*	73*
O=C(c1ccc2nc(-c3ccco3)c(-c3ccco3)nc2c1)N1CCC2(CC1)OCCO2	7	9
CC(=O)NN1C(=O)c2ccccc2NC1c1cccnc1 (stereo not drawn)	6	-2
C=C1[C@H]2CC[C@H]3[C@]4(C)C[C@H](O[C@@H]5OC(CO)[C@@H](OSOOO)[C@H](OS(=O)(=O)O)[C@H]5OC(=O)CC(C)C)C[C@@H](C(=O)O)[C@H]4CC[C@]3(C2)[C@H]1O (stereo partly drawn)	1	2
Cc1ccc(-c2nc3ccccc3c(=O)n2-c2ccc(O)cc2)cc1	15	-6
NCC(O)c1ccc(O)cc1 (stereo not drawn)	-6	6
Cc1c(N=Nc2c(O)[nH]c(=O)[nH]c2=O)c(=O)n(-c2ccccc2)n1C	-10	-2
COC(=O)C1=C(c2ccc(OC(F)(F)F)cc2)C[C@@H]2CC[C@H]1N2C(=O)NCc1ccc(F)cc1	-7	11
CCn1cc(CN2CCCC(C(=O)c3cccc(OC)c3)C2)c(C)n1 (stereo not drawn)	12	-16
O=c1c2ccccc2nc(CBr)n1-c1ccc(Cl)cc1	-6	-10
CCCNS(=O)(=O)c1ccc(OCC(=O)N2CCN(Cc3ccccc3)CC2)cc1	2	4
Cc1cc(C)n2c(Br)c(CN3CC4CC(C3)c3cccc(=O)n3C4)nc2n1 (stereo not drawn)	0	5
CN1C2CNC(=O)CC1C1CCC2C1 (stereo not drawn)	5	7
O=C1NC(=O)C(=Cc2ccccc2[N+](=O)[O-])C(=O)N1	6	2
COc1ccc(N2C(=O)/C(=C/c3ccc(C)o3)C(=O)NC2=S)c(OC)c1	7	-9
Cc1ccc(Oc2cc(NN3CCCCC3)c([N+](=O)[O-])cc2[N+](=O)[O-])c([N+](=O)[O-])c1	-1	20
CC(=O)N(C)CC#CCN1CCC(O)CC1	10	-8
COc1ccc(C2C(C(=O)N3CCC4(CC3)OCCO4)CC(=O)N2c2ccc(OC)cc2)cc1 (stereo not drawn)	16	12
O=C(O)CP(=O)(O)c1ccc(Cl)cc1	0	-16
CCN(CC)Cc1c[nH]c2ccccc12	5	-7
C=CCOC(=O)C1=C(C)OC(N)=C(C#N)C12C(=O)N(CN1CCOCC1)c1ccccc12 (stereo not drawn)	-9	20
COc1cc2c(ccc3c4cc(OC)c(OC)cc4c[n+](C)c23)cc1O	-38	34
Cc1cc(C)c2c(c1)NP(=S)(c1ccccc1)N2 (stereo not drawn)	6	20
Cc1cc(/C=C2/C(=O)NC(=O)N(Cc3ccco3)C2=O)c(C)n1-c1ccc(C(=O)O)cc1	5	0
O=C(c1ccccc1[N+](=O)[O-])N1CCC2(CC1)OCCO2	-2	-1

# Following part:
canonical_smiles	TAG inh DAPI viability	TAG inh
CC1CN1P(=O)(Oc1ccc2ccccc2c1)N1CC1C (stereo not drawn)	4	-42
CN(C)Cc1ccccc1OC(=O)N(C)C	2	-28
CCCCn1c(=O)c(C(=O)Nc2cnccn2)c(O)c2ccccc21	6	-5
O=C(NCC1=C(c2ccc3ccccc3c2)C[C@@H]2CC[C@H]1N2Cc1ccco1)c1nccs1	17	3
Cc1nn(-c2ccccc2)c2c1CC1(C(=O)N(C)C(=O)N(C)C1=O)C1CCCCN21 (stereo not drawn)	4	-27
CC1=CC(C)C(COC(N)=O)(COC(N)=O)C(C)C1 (stereo not drawn)	-2	3
COc1ccc(C=C2C(=O)N(C)C(=O)N(C)C2=O)cc1CSc1ccccn1	1	-5
COc1ccc(C(O)(c2ccccc2)c2ccncc2)cc1 (stereo not drawn)	-1	-10
c1ccc2c(c1)CNCc1cnnn1-2	4	7
Cn1nccc1C(=O)N1CCC2(CC1)OCCO2	-5	11
O=C1N[C@@H](Cc2ccccc2)C(=O)N2[C@H]1C[C@H]1c3ccccc3N(OOSc3ccccc3)[C@H]12	-8	-21
Nc1ccc(C2(c3ccc(N)cc3)CCCCC2)cc1	7	-13
CC1CCN(C(=O)COC(=O)c2cn(C)c3ccccc23)CC1	-5	2
CCn1c(O)c(C=NCc2cccs2)c(=O)[nH]c1=O	9	1
Cc1ccc(O)c(CN2CCN(c3ccccc3)CC2)c1	4	-20
Cc1ccc(CNCCc2ccc(F)cc2)s1	1	-1
COc1ccc(-n2c(C)nc3ccccc3c2=O)c([N+](=O)[O-])c1	-3	-16
C=C(C)[C@@H]1[C@H]2OC(=O)[C@H]1[C@]1(O)C[C@H]3O[C@]34C(=O)O[C@H]2[C@]14C	-4	-25
CCN(C(=O)COC(=O)c1cc(C)n(C2CC2)c1C)c1ccccc1	2	-5
O=C(Nc1ccc(F)cc1)N1CC2CC(C1)c1cccc(=O)n1C2 (stereo not drawn)	11	10
NP(=O)(Oc1ccccc1)c1ccccc1 (stereo not drawn)	6	-1
CCN1C[C@]2(COC)CC[C@H](O)[C@]34C1[C@](O)([C@@H](OC)[C@H]23)[C@@]1(O)C[C@H](OC)[C@H]2C[C@@H]4[C@@H]1[C@H]2OC	-4	0
CN(C)c1nc(-c2ccccc2)[n+](C)s1	6	-8
Fc1ccc(C(OCCN2CCN(CCCc3ccccc3)CC2)c2ccc(F)cc2)cc1	12	-9

# A draw from above in order of formula weight, low to high.
canonical_smiles	TAG inh DAPI viability	TAG inh
NP(=O)(Oc1ccccc1)c1ccccc1 (stereo not drawn)	6	-1
COc1ccc(-n2c(C)nc3ccccc3c2=O)c([N+](=O)[O-])c1	-3	-16
CCN(C(=O)COC(=O)c1cc(C)n(C2CC2)c1C)c1ccccc1	2	-5
CCN1C[C@]2(COC)CC[C@H](O)[C@]34C1[C@](O)([C@@H](OC)[C@H]23)[C@@]1(O)C[C@H](OC)[C@H]2C[C@@H]4[C@@H]1[C@H]2OC	-4	0

# Going on with the list:
canonical_smiles	TAG inh DAPI viability	TAG inh
Cc1ccc(-c2cc(C(=O)N3CCC4(CC3)OCCO4)no2)cc1	-15	2
COC(=O)C1=C(c2ccc(OC)c(OC)c2)C[C@@H]2CC[C@H]1N2C(=O)N1CCCC1	0	-14
O=C1/C(=C/c2ccc([N+](=O)[O-])cc2)N2CCC1CC2	-2	6
O=c1c2ccccc2nc(/C=C/c2ccc(O)cc2)n1-c1ccccc1O	-1	11
O=c1cccc2n1CC1CNCC2C1 (stereo not drawn)	-9	-7
COc1cc(OC)c2c(c1)O[C@@H](c1ccc(OC)c(OC)c1)[C@H](O)C2	4	3
CCCC12CN3CCN(CC(C3)/C1=N\NC(=O)c1ccncc1)C2	-9	17
CC(C)(C)NC(=O)Cn1cc(C(=O)c2ccccc2F)c2ccccc21	3	0
CN(C)[C@@H]1C(=O)C(C(N)=O)=C(O)[C@@]2(O)C(=O)C3=C(O)c4c(O)cccc4[C@@](C)(O)C3C[C@@H]12 (stereo partly drawn)	1	6

# The list is partial; rates above refer to the full screens.
